SRC2 TRFRET art = TR-FRET artefact, counter-screen to PPARgamma/SRC-2 agonist assay; TR-FRET ratio at 8 µM; 200,000 tested, 0.4% active; AID 1049; stronger effect = higher value; in the data active = TR-FRET ratio above about 2000; also: inactives centre near 1500
Diaph act CS = counter-screen for diaphorase-based assays: diaphorase activators and chemical reducers | Diaphorase/resazurin coupled assay, resorufin fluorescence, 16 min; stronger effect = higher value; 1 = vehicle wells, 0 = NADH-free wells | activation factor at 20 µM | 190,000 tested, 0.005% active;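 active = diaphorase activity raised at least twofold by the compound at 20 µM; inactive = activation factor below 2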
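Test system: Clostridium kluyveri diaphorase, purified enzyme. Buffer or medium: 50 mM HEPES pH 7.4 buffer plus MgCl2 and Tween 20. Also added: 0.114 mM NADH and 0.1 mM resazurin, final amounts. Dosing: compound 20 µM once, DMSO 1%. Schedule: 16 min enzyme reaction, ambient temperature. Detection: fluorescence of resorufin, 544 nm excitation, 590 nm emission.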
S1P3 antag = S1P3 (human) receptor antagonism; Q99500; CHO S1P3 NFAT-BLA reporter, FRET fluorescence, antagonist mode; inhibition, % at 4.98 µM; 170,000 tested, 0.27% active; AID 485;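 active = inhibition above the plate cutoff, the mean inhibition of test wells on that plate plus 3 SD, cut at about 28% in these data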;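 also: cells challenged with S1P at its EC80 of 0.8 µM; blue over green emission ratio from cleaved BLA substrate after 4 h stimulation; 0% = S1P-stimulated wells and 100% = unstimulated DMSO-only wells; some compounds past the cut are filed as inactive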
Target sequence (Q99500 whole entry, looked up): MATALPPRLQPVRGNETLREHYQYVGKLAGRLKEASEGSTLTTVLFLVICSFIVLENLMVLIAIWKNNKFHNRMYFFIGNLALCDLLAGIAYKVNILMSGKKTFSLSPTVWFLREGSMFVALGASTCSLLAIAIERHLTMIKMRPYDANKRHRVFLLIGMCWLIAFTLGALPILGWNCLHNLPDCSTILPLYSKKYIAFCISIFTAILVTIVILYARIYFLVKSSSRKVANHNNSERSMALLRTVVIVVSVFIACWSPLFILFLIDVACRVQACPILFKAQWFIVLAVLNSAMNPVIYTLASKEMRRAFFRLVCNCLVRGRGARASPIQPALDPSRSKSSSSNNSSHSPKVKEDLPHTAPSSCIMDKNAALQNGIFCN
ROMK mod = human ROMK K+ channel modulation, primary screen. B-score at 10 µM. 130,000 tested, 2% active. P48048. AID 1918. Tet-inducible ROMK, thallium flux fluorescence; actives lie on both sides;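 active = signal ratio slope over the read window, or its plate-corrected B-score, at least 3 SD from the plate mean, either direction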;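 also: B-score of the F/F0 ratio slope over 7 to 12 s after thallium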
Diaphorase inh = counter-screen for diaphorase-based assays: diaphorase inhibitors and chemical oxidizers; 190,000 tested, 0.69% active; diaphorase resazurin-to-resorufin fluorescence, NADH, 16 min; bacterial (C. kluyveri) enzyme, not human; inhibition, % at 20 µM;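 active = primary screen inhibition at 20 µM above a set limit, cut at about 50% in these data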;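 also: plate controls were DMSO with full reaction for no effect and wells lacking NADH for full effect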
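Test system: diaphorase enzyme from Clostridium kluyveri; amount: diaphorase at 0.14 U/mL in enzyme working solution; detection: fluorescence of resorufin formed from resazurin, Ex 544/Em 590 nm; times: reaction incubation of 16 min at room temperature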
PMI act satM6P = activators of human phosphomannose isomerase at near-saturating mannose 6-phosphate. 190,000 tested, 0.34% active. coupled PMI enzyme assay, resazurin fluorescence, 20 min; stronger effect = higher value; 1 = untreated enzyme, 0 = substrate-free blank. activation factor at 20 µM. P34949. AID 1216;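 active = activation factor of 2 or more at 20 µM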
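Test system: human phosphomannose isomerase with PGI, G6PDH, diaphorase coupling enzymes / Doses: 20 µM compound, 1% DMSO / Times: enzyme reaction with compound 20 min at room temperature / Measured by: Diaphorase-driven resazurin-to-resorufin fluorescence, excitation 544, emission 590 nm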
G6PDH CS = L. mesenteroides G6PDH inhibition counter-screen. 200,000 tested, 0.12% active. Purified L. mesenteroides G6PDH, diaphorase/resazurin coupled fluorescence, 45 min. inhibition, % at 5 µM. AID 1020; in the data active = inhibition above about 50%
PPARg SRC-2 ag = PPARgamma-driven SRC-2 recruitment agonism; P37231; PPARgamma LBD-SRC-2 recruitment, biochemical; activation, % at 8 µM; 200,000 tested, 0.34% active; AID 1032; in the data active = activation above about 22%;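 also: 0% = vehicle and 100% = reference agonist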
Target sequence (P37231 whole entry, looked up, the tested form may be a part): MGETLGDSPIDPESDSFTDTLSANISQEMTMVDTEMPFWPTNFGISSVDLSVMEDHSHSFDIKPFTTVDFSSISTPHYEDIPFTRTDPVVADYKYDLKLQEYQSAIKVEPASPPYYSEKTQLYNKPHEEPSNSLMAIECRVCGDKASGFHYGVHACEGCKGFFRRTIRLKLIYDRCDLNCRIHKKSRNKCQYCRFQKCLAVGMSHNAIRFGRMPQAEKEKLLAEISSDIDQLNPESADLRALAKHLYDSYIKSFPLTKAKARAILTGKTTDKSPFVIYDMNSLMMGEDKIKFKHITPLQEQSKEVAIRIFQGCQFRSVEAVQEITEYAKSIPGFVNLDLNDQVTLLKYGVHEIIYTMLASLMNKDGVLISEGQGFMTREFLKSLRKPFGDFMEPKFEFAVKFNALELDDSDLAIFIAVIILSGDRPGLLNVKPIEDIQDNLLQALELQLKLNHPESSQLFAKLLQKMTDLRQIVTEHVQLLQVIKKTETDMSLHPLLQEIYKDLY
PPARg SRC1 recr = promotes SRC-1 coactivator recruitment by human PPARgamma; 200,000 tested, 0.41% active; PPARgamma-SRC-1 coactivator recruitment biochemical assay; P37231; AID 631; activation, % at 8 µM; in the data active = activation above about 19%;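 also: 0% = DMSO and 100% = reference agonist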
PMI activator = increases human mannose-6-phosphate isomerase activity. AID 1214. purified human PMI, coupled resazurin fluorescence, 20 min; stronger effect = higher value; 1 = vehicle control, 0 substrate-free wells. 190,000 tested, 0.005% active. activation factor at 20 µM. P34949;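 active = activation factor of 2 or more at 20 µM, relative to plate controls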
PPARg SRC3 recr = agonists of human PPARgamma SRC-3 coactivator recruitment; biochemical PPARgamma/SRC-3 coactivator recruitment assay; activation, % at 8 µM; 200,000 tested, 0.26% active; AID 731; in the data active = activation above about 23%;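 also: 0% = DMSO and 100% = reference agonist; some compounds past the cut are filed as inactive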
The depositor's hits bear a star; . = no result given. Rows are unselected. About 3.3% of those tested had a hit in this group.

The first 3 compounds, ahead of the listing:
SMILES	SRC2 TRFRET art	Diaph act CS	S1P3 antag	ROMK mod	Diaphorase inh	PMI act satM6P	G6PDH CS	PPARg SRC-2 ag	PPARg SRC1 recr	PMI activator	PPARg SRC3 recr
CC(C)c1ccccc1NC(=O)c1cnccn1	1502	0.9	-11	.	13	1	10	3	2	0.9	11
COc1ccc(CNCC(O)(c2ccc(F)cc2)c2ccc(F)cc2)cc1	1559	1	12	-2.3	1	1	-5	-5	2	1	-2
O=C(COC(=O)c1ccc2ccccc2n1)c1ccccc1	1481	1	5	0.0067	1	1	8	-3	-6	1.1	-1

Results (from the top)
SMILES	SRC2 TRFRET art	Diaph act CS	S1P3 antag	ROMK mod	Diaphorase inh	PMI act satM6P	G6PDH CS	PPARg SRC-2 ag	PPARg SRC1 recr	PMI activator	PPARg SRC3 recr
CC(C)c1ccccc1NC(=O)c1cnccn1	1502	0.9	-11	.	13	1	10	3	2	0.9	11
COc1ccc(CNCC(O)(c2ccc(F)cc2)c2ccc(F)cc2)cc1	1559	1	12	-2.3	1	1	-5	-5	2	1	-2
O=C(COC(=O)c1ccc2ccccc2n1)c1ccccc1	1481	1	5	0.0067	1	1	8	-3	-6	1.1	-1
Cc1ccc2cccc(NC(=O)C(F)(F)F)c2n1	1496	0.9	12	.	14	0.9	2	0	-2	0.8	-19
O=c1ccc(C(F)(F)F)cn1Cc1cc(=O)n2cc(Br)ccc2n1	1724	0.8	-15	-0.78	17	0.9	-1	-5	6	1	6
CCN(CC(=O)Nc1cccc(C(C)=O)c1)S(=O)(=O)c1ccccc1	1611	1.2	-12	0.44	-22	1.1	7	-1	6	1	-1
CNc1nc(N)nc(OC(C(F)(F)F)C(F)(F)F)n1	1483	1	-16	-0.0025	-4	1.1	1	0	2	1.1	1
Nc1[nH]c(=S)nc2nc(-c3ccccc3)c(-c3ccccc3)nc12	1659	0.8	-2	0.63	21	0.9	-3	-6	13	1.1	1
COCCOC(=O)c1c(C)nc(SCC(=O)Nc2ccc(OC)cc2)c(C#N)c1-c1ccco1	1500	0.8	.	-0.24	24	0.9	3	4	-2	0.9	-3
O=C(NCC1CCCO1)c1ccc(OC2CCN(C(=O)C3CC3)CC2)cc1 (stereo not given)	1708	0.8	-10	1.3	18	1.1	10	0	7	1	1
COCCNC(=O)CNC(c1ccccc1)c1ccccc1	1694	0.9	-12	0.17	10	1.1	0	-5	8	1.2	5
O=C(NCCc1ccc(Cl)cc1)Nc1ccc(F)cc1	1623	1	7	-0.016	3	1.1	6	5	6	1	3
CN(C)c1nc(N)nc(CSc2ccccn2)n1	1640	0.9	.	0.29	11	1	2	6	3	0.9	4
Cn1c(-c2ccccc2)c[n+]2c1CCCCC2	1603	1	-8	0.59	2	1.1	3	2	10	1.1	0
CC1CC(C)CN(CCOc2cccc(Cl)c2Cl)C1 (stereo not given)	1666	0.9	-5	-1.5	7	1.1	3	10	3	1	4
Cc1ccc(S(=O)(=O)NCC(c2ccccc2)N2CCN(CCC#N)CC2)cc1 (stereo not given)	1401	0.9	17	.	6	1	-5	-5	-2	0.9	-1
O=c1[nH]cnc2c1N=C(c1cccc([N+](=O)[O-])c1)CC(c1ccccc1)N2 (stereo not given)	1458	1.1	-16	-0.44	-14	1.1	12	-1	2	1.1	4
CCOc1ccc2nc(SCC(=O)Nc3cccc(S(=O)(=O)NC4=NCCCCC4)c3)[nH]c2c1	1366	0.9	-11	-0.41	8	0.7	-4	-7	-5	1	3
Cc1cc(=O)oc(C)c1C(=O)NCCN(C)Cc1ccccc1	1681	1	-5	-0.025	5	1	4	7	-4	1	2
O=[N+]([O-])c1ccc2c(c1)C(N1CCOCC1)/C(=C/COc1ccc(Cl)cc1Cl)O2 (stereo not given)	1519	0.7	.	.	25	0.8	-34	4	11	0.8	8
Cc1cc(C)c(C(=O)/C=C/C=C/c2ccccc2)c(=O)[nH]1	1515	0.9	19	.	14	0.8	3	8	4	1	2
COC(=O)[C@@H](NC(=O)CCc1nnc(-c2ccsc2)o1)C(C)C	1422	1	-8	1.3	-1	1	4	7	-5	1	0
COc1ccc(CNC(=O)COC(=O)c2cncc(Br)c2)cc1	1710	1	-2	0.073	2	1	-2	5	-3	1.3	3
CS(=O)(=O)N1CCC(C(=O)N2CCC(Cc3ccccc3)CC2)CC1	1524	0.8	-67	.	18	0.8	12	2	-2	0.8	5
O=C(CCc1ccccc1)Nc1ccc(N2CCCCC2)cc1	1688	0.9	-7	-0.38	7	1	2	-8	3	1	1
c1ccc(SCc2cn3cccnc3n2)nc1	1704	1	-26	0.091	1	0.9	4	5	12	1.1	3
Cc1cc(C)cc(-n2nnc(C(=O)NCc3ccco3)c2N)c1	1444	1	0	.	-3	1	-1	-2	-6	1.1	-3
O=S(=O)(c1ccc(F)cc1)c1snnc1-c1ccccc1	1680	0.9	-17	-0.086	11	0.9	8	2	10	1	3
O=S(=O)(Nc1cccnc1)c1cc(Cl)ccc1Cl	1562	1	-38	.	-3	1	-10	-4	-2	1	-11
C/C(=C\C(=O)c1sccc1Cl)N(C)C	1509	1.2	4	-0.44	-16	1	-3	4	7	1.1	0
Cc1nn2cc(-c3cccc(Cl)c3)cnc2c1Br	1553	1	0	1.9	-1	1.1	12	0	-4	1	0
COc1nsnc1N1CCOCC1	1500	1.1	-14	0.0016	-14	1.1	-1	5	-2	1.1	-1
NC(=O)c1cc([N+](=O)[O-])ccc1NCCN1C(=O)c2ccc(C(=O)O)cc2C1=O	1538	0.6	-12	0.43	38	0.7	16	6	6	0.9	5
CCOC(=O)c1sc(=S)n(C)c1N	1463	1.1	8	.	-9	1.1	5	0	10	1.1	0
COC(=O)C(C)NC(=O)CNS(=O)(=O)c1ccc(F)cc1 (stereo not given)	1361	0.9	-13	0.75	14	0.9	6	2	6	1	1
O=C(C1CC(=O)N(C2CCCCC2)C1)N1CCc2ccccc21 (stereo not given)	1612	1.1	-18	0.34	-10	1.1	8	0	6	1.2	4
Cc1cc(=O)oc(C)c1C(=O)N1CCN(C(c2ccccc2)c2ccccc2)CC1	1588	1	-17	.	0	1	3	3	-1	1.1	14
COc1ccc(/C=N/n2c(SC)nnc(C(C)(C)C)c2=O)c(OC)c1	1533	0.9	.	.	7	0.9	4	0	0	0.9	-8
CCCNC(=O)NC(=O)COc1ccc2oc3ccccc3c2c1	1647	1	.	-0.97	-3	1	3	6	0	1	-3
COc1ccccc1N1CCN(Cc2nc(N)nc(Nc3ccc(C)cc3)n2)CC1	1213	0.9	-20	-0.01	12	0.9	1	-4	-2	0.9	-5
COc1ccc(C(=O)O)cc1Nc1cc(C)nc2ncnn12	1586	0.9	-15	.	12	1	0	-2	0	1.1	-4
C#CCOCCOCCOCCNc1nc(N2CCN(C(=O)[C@H](CCC(=O)O)n3cc(C(N)CC(C)C)nn3)CC2)nc(N2CCN(C(=O)[C@H](CCC(=O)O)n3cc(C(N)CC(C)C)nn3)CC2)n1 (stereo not given in full)	1663	1	-6	.	1	1.4	15	-4	-2	1.3	7
Cc1cc(Nc2ccc(C(=O)O)cc2)n2nc(C)nc2n1	1491	0.8	-15	.	20	0.9	-7	6	-1	0.9	5
CC1CCC2C(C1)c1sc(=O)[nH]c1SC2(C)C (stereo not given)	1296	0.9	20	.	12	0.9	-1	1	-6	0.8	-6
N#Cc1c(NC(=O)c2ccccc2Cl)n(Cc2ccccc2)c2nc3ccccc3nc12	1663	0.6	0	.	38	0.7	-13	13	21*	0.7	62*
CCCn1c(SCC(=O)Nc2cccc(C(=O)OC)c2)nnc1-c1cccnc1	1561	1	-43	0.56	0	1	-1	15	3	0.9	5
O=C(Cc1ccc(-n2cccc2)cc1)N1CCN(c2ccccc2F)CC1	1625	0.8	-18	.	23	0.9	1	0	1	0.9	0
CC(C)CC(=O)NNC(=S)NCc1ccco1	1439	0.9	-10	1.7	7	1	10	-8	1	1.1	0
CCOC(=O)c1c(-c2cccs2)csc1NC(=O)COC(=O)c1c(C)noc1C	1560	0.8	4	0.33	19	0.8	4	3	12	0.8	15
Cc1cc(C(=O)NCc2ccco2)c2cc(F)ccc2n1	1670	1	-1	0.11	1	1	0	7	8	1	4
COc1cc(CC(=O)OCC(=O)NCC(C)C)cc(OC)c1OC	1615	1.1	0	1.1	-8	1.1	1	10	7	1.1	2
Cc1ccc(NC2=NCC(=O)N2C2CCCC2)cc1C	1605	0.9	-17	-1.4	11	1.1	10	3	6	1.1	3
CCCCC1(CC)C(=O)NC(=O)NC1=Nc1ccc(OC)cc1 (stereo not given)	1612	0.9	-11	.	13	1	-6	2	-1	1	4
NC(=O)c1ccc(N=Nc2c(-c3ccccc3)[nH]n(-c3ccccc3)c2=O)cc1	1699	1	-20	-0.18	1	1.1	-5	8	14	1	6
CSc1nnc(C)c(/C=C/Nc2ccc(Cl)cc2)n1	1483	0.8	.	.	23	1.4	13	-4	-10	1.2	8
O=C(CNS(=O)(=O)c1ccc(F)cc1)N1CCCCCC1	1734	1	-21	0.023	-3	1	4	13	-2	1	8
COc1ccc(C(CC(=O)O)NC(=O)COc2ccccc2)cc1OC (stereo not given)	1679	0.9	-17	.	6	1	-4	8	8	1	20
COc1ccc(-n2c(=O)cc(N3CCCCCC3)[nH]c2=O)cc1	1507	0.9	8	.	8	0.9	8	3	10	1.1	7
CNC(=S)N1N=C(c2ccc(OC)cc2)CC1c1ccc(Cl)cc1Cl (stereo not given)	2360*	0.9	17	0.021	8	0.9	15	7	22*	0.9	16
O=C(Nc1cc(F)cc(F)c1)c1sc(Cl)nc1-c1ccccc1	1522	0.9	-2	.	6	1	4	3	0	1.1	3
O=C(Nc1ccccc1C(=O)Nc1ccccn1)c1ccc([N+](=O)[O-])cc1	1397	0.9	-10	0.86	10	0.9	10	1	-4	1	-5
O=C(N/N=C/c1cn(-c2ccccc2)nc1-c1ccc(F)cc1)c1ccc(Br)o1	1495	0.9	.	2	15	0.9	1	13	2	0.8	9

Part of the list above in order of molecular weight, smallest number first.
SMILES	SRC2 TRFRET art	Diaph act CS	S1P3 antag	ROMK mod	Diaphorase inh	PMI act satM6P	G6PDH CS	PPARg SRC-2 ag	PPARg SRC1 recr	PMI activator	PPARg SRC3 recr
Cn1c(-c2ccccc2)c[n+]2c1CCCCC2	1603	1	-8	0.59	2	1.1	3	2	10	1.1	0
CN(C)c1nc(N)nc(CSc2ccccn2)n1	1640	0.9	.	0.29	11	1	2	6	3	0.9	4
Cc1cc(C)cc(-n2nnc(C(=O)NCc3ccco3)c2N)c1	1444	1	0	.	-3	1	-1	-2	-6	1.1	-3

Assay outcomes as filed in PubChem BioAssay.
